Screens from PubChem BioAssay.
S100A4 inh HTS: inhibitors of S100A4-myosin IIA peptide binding, primary screen, biochemical, fluorescence polarization, TAMRA-MyoIIA peptide. actives 0.14% (n = 360,000). Protein S100-A4 (Homo sapiens), P26447. inhibition, % at 10.7 µM;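 active = mean inhibition of at least 70% across replicates, with every replicate also reaching that level; inconclusive = mean inhibition reaches 70% but some replicates fall short; inactive = mean inhibition below 70%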
Target sequence (P26447 whole entry, looked up): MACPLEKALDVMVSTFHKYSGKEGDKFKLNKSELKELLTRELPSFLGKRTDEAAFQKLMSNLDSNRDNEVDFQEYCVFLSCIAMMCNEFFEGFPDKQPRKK
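Material: S100A4 monomer protein | Medium: HEPES pH 7.2 with CaCl2, KCl, NaCl, DTT, Triton | Reagent: Labelled myosin peptide probe, 5 nM | Doses: One dose per compound | Times: 5 min incubation before reading | Benchmarks: Neutral control DMSO, positive control TFP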
DENV2 CPE rescue: inhibitors of DENV2 cytopathic effect, primary screen, cell-based, plate reader, single concentration | DENV2-infected cells, cytopathic effect rescue | CPE inhibition, % at 9.99 µM | actives 1.7% (n = 350,000) | AID 651640, 2012; in the data active = CPE inhibition above about 20%, passing the limit was not always enough; inconclusive = no clear call, values can overlap the other calls; tested in BHK-21 cells;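 note: 0% = median of neutral control wells and 100% = median of positive control wells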
PglD inh: C. jejuni PglD acetyltransferase inhibitors, primary screen, biochemical, DTNB colorimetric, single point | actives 0.098% (n = 360,000) | UDP-N-acetylbacillosamine N-acetyltransferase PglD (Campylobacter jejuni) | purified PglD enzyme, DTNB colorimetric CoA detection | inhibition, % at 12.5 µM; in the data active = inhibition above about 16%, passing the limit was not always enough; inconclusive = no clear call, values can overlap the other calls; note: strong numbers were not always called active
E-selectin induc: E-selectin induction in HUVECs, primary screen, imaging, HUVEC, immunofluorescence imaging, single point | normalized: neutral wells 0, TNF-alpha wells 100 | activation, % at 7.58 µM | actives 0.37% (n = 260,000) | AID 686992, 2013;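 active = mean E-selectin-positive cell signal at least 10% of the positive control, reached in at least 60% of replicates, without over 20% cell loss; inconclusive = no rule given, readout overlaps actives, possibly toxicity-flagged; inactive = the rest, including those meeting only one limit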;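 note: in these data hits start at about 27%; measured in HUVEC primary endothelial cells; signal is the percent of cells scored E-selectin positive by PE staining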
Target sequence (P16581 whole entry, looked up): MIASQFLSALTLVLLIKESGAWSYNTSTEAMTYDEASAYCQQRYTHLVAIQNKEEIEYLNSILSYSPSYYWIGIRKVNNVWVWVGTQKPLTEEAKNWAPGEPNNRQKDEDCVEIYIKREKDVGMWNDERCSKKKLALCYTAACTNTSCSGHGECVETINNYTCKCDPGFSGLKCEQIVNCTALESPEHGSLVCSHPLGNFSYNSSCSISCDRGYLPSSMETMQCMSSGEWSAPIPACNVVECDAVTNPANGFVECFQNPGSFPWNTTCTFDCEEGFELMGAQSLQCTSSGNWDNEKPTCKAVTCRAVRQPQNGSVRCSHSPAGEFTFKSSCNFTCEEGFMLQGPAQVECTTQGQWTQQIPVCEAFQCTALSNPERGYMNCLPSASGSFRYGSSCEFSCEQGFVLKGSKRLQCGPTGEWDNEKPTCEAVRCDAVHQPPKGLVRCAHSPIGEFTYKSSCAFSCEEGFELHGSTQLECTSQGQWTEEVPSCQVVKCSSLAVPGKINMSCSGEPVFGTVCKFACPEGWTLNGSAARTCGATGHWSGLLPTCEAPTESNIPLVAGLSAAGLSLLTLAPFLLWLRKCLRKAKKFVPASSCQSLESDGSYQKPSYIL
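Read-out basis: % PE-positive cells; Test system: HUVEC primary endothelial cells; Technique: immunofluorescence imaging; Dosing: single-point compound dose.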
SIRT5 block: SIRT5 desuccinylase inhibitors, primary screen, biochemical, fluorescence imaging, single point, set 5. Purified SirT5, succinyl-peptide AMC, trypsin-coupled fluorescence. inhibition, % at 15 µM. actives 1.1% (n = 330,000). AID 652115, 2013; in the data active = inhibition above about 15%; inconclusive = no clear call, values can overlap the other calls
Target sequence (Q9NXA8 whole entry, looked up): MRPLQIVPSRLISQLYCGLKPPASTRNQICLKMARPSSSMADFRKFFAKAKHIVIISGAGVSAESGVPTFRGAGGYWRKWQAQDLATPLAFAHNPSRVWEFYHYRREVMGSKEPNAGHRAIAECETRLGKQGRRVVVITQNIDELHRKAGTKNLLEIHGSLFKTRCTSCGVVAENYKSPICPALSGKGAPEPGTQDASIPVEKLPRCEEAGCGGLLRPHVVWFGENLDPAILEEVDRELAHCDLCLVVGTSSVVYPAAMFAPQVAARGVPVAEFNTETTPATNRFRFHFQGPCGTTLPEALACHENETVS
ERp5 inh: inhibitors of ERp5-driven insulin aggregation, primary screen, biochemical, turbidity, absorbance 650 nm, single point | 90 min | actives 0.05% (n = 350,000) | Protein disulfide-isomerase A6 (Homo sapiens), Q15084 | inhibition, % at 9.99 µM;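 active = mean replicate inhibition above about 25%, with every replicate also reaching it, limit read from the data, passing the limit was not always enough; inconclusive = only one of those two criteria met; inactive = neither criterion met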
C2C12 statin: suppressors of statin myotoxicity in C2C12 myotubes, primary screen, cell-based, single point, plate reader; actives 0.78% (n = 330,000); C2C12 myotubes + simvastatin, ATP luminescence, 48 h; scaled: DMSO 0, geranylgeraniol control 100; rescue of ATP level, % at 7.49 µM;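 active = mean ATP rescue above about 67%, or every replicate alone reaching that limit, limit read from the data, passing the limit was not always enough; inconclusive = no clear call, values can overlap the other calls; inactive = mean under the limit and some replicate under it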;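 note: myotubes were challenged with 10 µM simvastatin during compound exposure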
* marks the source's active call; other numbers are inactive results; ? = inconclusive; . = no result given. A portion of the library; rates above refer to the full screens.

Every second line gives: S100A4 inh HTS | DENV2 CPE rescue | PglD inh | E-selectin induc | SIRT5 block | ERp5 inh | C2C12 statin
- O=C1NCC(Nc2ccc(Br)cc2)C(=O)N1 (centres undefined)
 : -1 | 1 | 4 | 0.4 | -3 | 2 | 4
- CCC(=O)c1ccc(OCc2ccc(C#N)cc2)cc1
 : -6 | -4 | . | . | 0 | -6 | .
- COc1ccc(N2CCN(C3CCCN(C(=O)CN4CCCCC4=O)C3)CC2)cc1 (centres undefined)
 : 10 | 8 | -2 | . | -3 | 1 | -2
- COc1ccccc1C(=O)NC(=O)COC(=O)C1CC1
 : 4 | 9 | 1 | 0.4 | -2 | -5 | -3
- COc1ccccc1C1=NOC(COC(=O)c2ccc([N+](=O)[O-])cc2)C1 (centres undefined)
 : -3 | 0 | 3 | . | -2 | 0 | .
- Cn1c(C(=O)NCCCN2CCN(c3ccccc3F)CC2)cc2c(=O)n(C)c3ccccc3c21
 : -2 | 5 | 2 | 1.0 | . | 8 | -8
- COc1ccc(N(CC(=O)N/N=C/c2ccc(-c3ccc([N+](=O)[O-])cc3)o2)S(=O)(=O)c2ccc(C)cc2)cc1
 : -7 | . | -11 | 0.6 | -4 | 6 | .
- O=C(Nc1ccc(F)cc1)N[C@@H]1CC[C@H](CCn2cc(-c3ccc(F)cc3)nn2)O[C@@H]1CO
 : 8 | -10 | 0 | 0.0 | -1 | 7 | 2
- CCOc1ccc(NC(=O)c2ccc(N3CC4CC(C3)c3cccc(=O)n3C4)c(NC(=O)c3cccnc3)c2)cc1 (centres undefined)
 : 4 | 0 | 1 | . | 1 | -2 | -1
- CC1=NN(c2ccc([N+](=O)[O-])cc2)C(c2ccccc2)C1 (centres undefined)
 : -4 | 1 | . | . | 0 | 8 | .
- CC(=O)Nc1ccccc1-c1cccc2nccn12
 : 7 | 0 | 5 | 1.4 | -6 | -8 | -1
- N#C[C@@H]1N[C@@H](CO)[C@@H]1c1ccc(C2=CCCCC2)cc1
 : -14 | 12 | 0 | 0.6 | 4 | -2 | -36
- CN1CCN(c2ccc(CNS(=O)(=O)Cc3ccc(Cl)cc3)cc2)CC1
 : -2 | -2 | . | . | 0 | -12 | .
- O=C(O)CSc1nnc(CNc2ccccc2Cl)n1-c1ccccc1
 : . | . | -1 | -0.2 | . | . | 0
- CN(C)N1C(=O)C2C3C=CC(O3)C2C1=O (centres undefined)
 : 1 | 9 | -16 | -0.1 | . | 0 | 2

6 of these compounds in a different format:
smiles | S100A4 inh HTS | DENV2 CPE rescue | PglD inh | E-selectin induc | SIRT5 block | ERp5 inh | C2C12 statin
Cn1c(C(=O)NCCCN2CCN(c3ccccc3F)CC2)cc2c(=O)n(C)c3ccccc3c21 | -2 | 5 | 2 | 1.0 | . | 8 | -8
COc1ccc(N(CC(=O)N/N=C/c2ccc(-c3ccc([N+](=O)[O-])cc3)o2)S(=O)(=O)c2ccc(C)cc2)cc1 | -7 | . | -11 | 0.6 | -4 | 6 | .
O=C(Nc1ccc(F)cc1)N[C@@H]1CC[C@H](CCn2cc(-c3ccc(F)cc3)nn2)O[C@@H]1CO | 8 | -10 | 0 | 0.0 | -1 | 7 | 2
CCOc1ccc(NC(=O)c2ccc(N3CC4CC(C3)c3cccc(=O)n3C4)c(NC(=O)c3cccnc3)c2)cc1 (centres undefined) | 4 | 0 | 1 | . | 1 | -2 | -1
CC1=NN(c2ccc([N+](=O)[O-])cc2)C(c2ccccc2)C1 (centres undefined) | -4 | 1 | . | . | 0 | 8 | .
CC(=O)Nc1ccccc1-c1cccc2nccn12 | 7 | 0 | 5 | 1.4 | -6 | -8 | -1

The main list resumes; the 2 compounds before the break are reprinted first.
Every second line gives: S100A4 inh HTS | DENV2 CPE rescue | PglD inh | E-selectin induc | SIRT5 block | ERp5 inh | C2C12 statin
- O=C(O)CSc1nnc(CNc2ccccc2Cl)n1-c1ccccc1
 : . | . | -1 | -0.2 | . | . | 0
- CN(C)N1C(=O)C2C3C=CC(O3)C2C1=O (centres undefined)
 : 1 | 9 | -16 | -0.1 | . | 0 | 2
- O=C(NCc1ccccc1)c1cccnc1Sc1ccccc1
 : 1 | 13 | 1 | -0.1 | -1 | 1 | 8
- Brc1ccc(CN2CCCCCC2)cc1
 : -6 | 12 | . | -0.1 | -4 | -3 | .
- CC(=O)n1nc(-c2ccccc2)nc1NCc1ccc(N(C)C)cc1
 : -17 | -5 | 4 | 4.6 | -3 | -2 | 5
- Cc1cc(=O)oc(C)c1C(=O)NCCC1=CCCCC1
 : -8 | . | -6 | . | 0 | 4 | -3
- CCN(C(=O)CSc1nncn1-c1ccccc1)C1CCS(=O)(=O)C1 (centres undefined)
 : -7 | 85* | -3 | . | 0 | 6 | -12
- CCOC(=O)C1OC1(c1ccccc1)c1ccccc1 (centres undefined)
 : -9 | ? | -7 | 0.0 | . | 3 | -8
- C[C@@H]1CN([C@@H](C)CO)C(=O)c2cc(NC(=O)Nc3ccc(F)cc3)ccc2O[C@H]1CN(C)C(=O)Nc1ccc2c(c1)OCO2
 : 2 | 3 | . | -0.9 | -5 | -6 | -3
- C[C@H]1CN([C@@H](C)CO)S(=O)(=O)c2ccc(-c3ccncc3)cc2O[C@H]1CN(C)S(=O)(=O)c1ccccc1F
 : 2 | 7 | 1 | -0.5 | -4 | -5 | -13
- Cc1ccc(C)c(-n2ccnc2SCC(=O)Nc2cccc(S(=O)(=O)NC3=NCCC3)c2)c1
 : -3 | -6 | -3 | . | -3 | 2 | -1
- COC(=O)c1ccc(CN2C(=O)NC(CC(C)C)C2=O)cc1 (centres undefined)
 : -1 | 2 | 1 | 0.0 | -6 | -7 | 4
- COCC(=O)N1[C@H](CN(C)C(=O)c2ccccc2)[C@@H](c2ccccc2)[C@@H]1CO
 : . | ? | 0 | 0.0 | . | . | -4
- CCOc1ccccc1C1c2cc3c(cc2OC(C)(N2CCCC2)C1C)OCO3 (centres undefined)
 : -2 | -1 | . | -0.1 | -4 | 0 | .
- N/C(=N\OC(=O)CC1CCCCC1)c1cccc(Br)c1
 : 1 | -5 | 4 | 0.3 | -2 | 2 | -5
- O=C(CCNC(=O)c1ccco1)NCCN1C(=O)S/C(=C\c2ccc(F)cc2)C1=O
 : -16 | 0 | 3 | 0.1 | -2 | -9 | 11
- C/C=C/c1ccc([C@H]2[C@@H](CO)N(C(C)=O)[C@@H]2CNC(=O)NCCC)cc1
 : 11 | -10 | . | 0.2 | 2 | -3 | .

Remaining list, next part:
Every second line gives: S100A4 inh HTS | DENV2 CPE rescue | PglD inh | E-selectin induc | SIRT5 block | ERp5 inh | C2C12 statin
- CN1CCN2c3ncccc3Cc3ccccc3[C@@H]2C1
 : 3 | -5 | -1 | 1.0 | 6 | -3 | 13
- COc1cccc(S(=O)(=O)Nc2ccc3c(c2)[C@H]2C[C@@H](CC(=O)NCc4cccc(F)c4)O[C@H](CO)[C@H]2O3)c1
 : 0 | -1 | 0 | 0.0 | 4 | -9 | -3
- COC(=O)C1C(c2ccc(OC)cc2)C(C(=O)OC)S(=O)(=O)C(CCN2CCCCC2)S1(=O)=O (centres undefined)
 : -8 | 12 | . | 1.1 | . | -3 | .
- O=C(Nc1ccccc1N1CCCC1)c1cccc(S(=O)(=O)N2CCOCC2)c1
 : -2 | 14 | -1 | . | 3 | -6 | 6
- O=C(NCc1cc(C(F)(F)F)cc(C(F)(F)F)c1)C1CC(c2ccccc2F)=NO1 (centres undefined)
 : -3 | -3 | 4 | 0.4 | 5 | -2 | -1
- O=C(CCNC(=O)C1CCN(S(=O)(=O)c2ccc(F)cc2)CC1)NCc1ccncc1
 : 3 | -3 | -2 | . | 0 | -4 | 1
- Cc1cc(C(=O)Nc2ccc3ccccc3c2)oc1C
 : -8 | -5 | 10 | 0.6 | -3 | 2 | -20
- CC1(C)COC(c2cccc([N+](=O)[O-])c2)OC1
 : 60 | -9 | 7 | 2.1 | -2 | -4 | 3
- CCn1c(SCc2ccc(Cl)cc2)nc2nc3c(cc2c1=O)CCCC3
 : -5 | 5 | 0 | . | -1 | 2 | .
- CCOC(=O)c1c(NC(=O)CCCC(=O)O)sc2c1CCC2
 : -4 | 3 | . | . | 0 | -7 | .
- Cc1cc[n+](C(C)C(=O)c2ccc(-c3ccccc3)cc2)cc1 (centres undefined)
 : -3 | 8 | . | . | 3 | 2 | .
- COc1cc(OC)cc(-c2oc(=O)c3cc(OC)c(OC)cc3c2/C=C/c2ccc(F)cc2)c1
 : 8 | . | -1 | 0.3 | . | -1 | -18
- CCC(=O)C1CCCN(C(=O)c2ccc(OC3CCN(C(=O)CCOC)CC3)cc2)C1 (centres undefined)
 : 2 | 14 | 1 | -0.9 | -4 | 5 | 3
- Cc1cc(F)ccc1N1CCC(N2CCN(C)C(CCO)C2)CC1 (centres undefined)
 : -2 | 9 | -2 | . | 0 | -3 | -11
- C[C@@H](C(=O)Nc1ccc2c(c1)OCCO2)n1nnc2ccccc2c1=O
 : -4 | -6 | 1 | . | -3 | -8 | -2

(cont.)
Every second line gives: S100A4 inh HTS | DENV2 CPE rescue | PglD inh | E-selectin induc | SIRT5 block | ERp5 inh | C2C12 statin
- NC(=O)COC(=O)c1cccc2c1-c1ccccc1C2=O
 : -5 | -2 | 0 | . | -1 | -2 | 1
- COc1cccc(NC(=O)c2cc(C(=O)Nc3cccc(OC)c3)n(C)n2)c1
 : -1 | . | 1 | . | 0 | 3 | -3
- COC(=O)c1nn(-c2ccc(Oc3ccccc3)cc2)c(=O)cc1O
 : -6 | 4 | . | 0.2 | -1 | -1 | -1
- CSCCC(NC(=O)COc1ccccc1)C(=O)OC(C)C(=O)Nc1ccccc1C (centres undefined)
 : -4 | -7 | -5 | 0.2 | -1 | -1 | -1
- CCOC(=O)N1CCC(NC(=O)c2ccc3c(c2)N=C(CC)c2ccccc2S3)CC1
 : -14 | 4 | -2 | . | -18 | 0 | -3
- Cc1ccc2nc(-c3ccc(C#N)cc3)c(Cc3ccccn3)n2c1
 : 0 | -3 | 4 | -0.1 | 0 | -8 | 5
- COc1ccccc1NC(=O)/C=C1\NC(=O)CS1
 : 8 | 15 | -2 | . | -4 | 0 | 12
- Cc1ccc(CSC2=NCCN2C(=O)c2ccc(S(=O)(=O)N(C)C)cc2)cc1
 : -4 | 7 | . | -0.9 | -4 | -7 | .
- CN(C)CC(=O)N[C@@H]1CC[C@H](CCn2cc(C3CC3)nn2)O[C@H]1CO
 : -16 | 13 | -1 | -0.1 | -1 | -3 | 0
- O=C(CCc1[nH]c2ccccc2c1Sc1ccccc1)N(CCO)CCO
 : -8 | -3 | 1 | -1.3 | -1 | 3 | -8
- Cc1ccc(NC(=O)Cn2nc(C)c([N+](=O)[O-])c2C)cc1Cl
 : 6 | 3 | . | . | 0 | 1 | .
- O=C1CN(C(=O)CSc2nc(-c3ccc(Cl)cc3)cs2)c2ccccc2N1
 : 1 | -3 | -2 | . | 15* | 2 | -7
- Cc1cc(NCc2ccccc2)nc(-c2ccccc2O)n1
 : 11 | . | 8 | . | -2 | -1 | -12
- O=C(NCCCN1CCOCC1)c1ccccc1NS(=O)(=O)c1cc([N+](=O)[O-])ccc1Cl
 : -2 | . | . | . | -4 | -3 | .
- CC(Sc1cccc[n+]1[O-])C(=O)Nc1ccc(Oc2ccccc2)cc1 (centres undefined)
 : 0 | 4 | -1 | -0.6 | 1 | -2 | 8
- COc1ccccc1NC(=O)N1C[C@@H](O)COC[C@H]2O[C@H](CC(=O)NCCc3ccncc3)CC[C@@H]21
 : 2 | -6 | 2 | -0.1 | 2 | -2 | -3
- O=C(C[C@H]1CC[C@H]2[C@@H](COC[C@@H](O)CN2CC2CCCC2)O1)NCc1ccc(Cl)cc1
 : 5 | 9 | . | -0.1 | 2 | 7 | .
